Spn DPM-DC inh: S. pneumoniae DPM-DC inhibition. purified DPM-DC, PK/LDH coupled NADH fluorescence. calls only at 10 µM. actives 0.49% (n = 65,000). AID 556;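 active means the 320 compounds with the highest percent inhibition in the single-dose primary screen, excluding strongly autofluorescent ones, cut at about 32% in these data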;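 further: kinetic rate of NADH fluorescence loss reporting ADP formed by the decarboxylase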
HPDE-C7K KRASV12: viability loss of HPDE-C7K cells – cell-based, fluorescence, HTS, primary screen (AID 431). cytotoxicity, % at 10 µM; hits with a dose series show EC50 in µM. actives 1.7% (n = 63,000). HPDE-C7K KRASV12 cells, Alamar Blue viability, 48 h; higher % means a stronger effect;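 active means compounds whose percent cytotoxicity in the single-dose primary screen, scaled between solvent and toxic-drug controls, exceeds 50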;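 further: 0% = DMSO solvent wells and 100% = doxorubicin-treated wells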
Spn PMK inh: inhibitors of Streptococcus pneumoniae phosphomevalonate kinase; purified PMK, PK/LDH-coupled NADH absorbance 340 nm; inhibition, % at 10 µM; actives 0.49% (n = 65,000); AID 539;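 active means top-ranked compounds by inhibition in the single 10 µM screen, taking a fixed number of the strongest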;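 further: 0% = full reaction with DMSO carrier and 100% = background rate without enzyme reaction; no value below 0 was filed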
MK inhibit: blocks S. pneumoniae mevalonate kinase | purified MK, PK/LDH-coupled NADH absorbance 340 nm | inhibition, % at 10 µM | actives 0.48% (n = 65,000) | AID 555;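 active means ranked among the strongest by inhibition in the single 10 µM screen, a fixed top-ranked set picked for dose follow-up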; further: no value below 0 was filed
HPDE-C7 viability: HPDE-C7 pancreatic duct cell viability loss – fluorescence, HTS (AID 430); HPDE-C7 pancreatic duct cells viability, fluorescence; higher % means a stronger effect; one-dose cytotoxicity, % at 10 µM; EC50 in µM for titrated hits; actives 1.8% (n = 63,000);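 further: cells exposed to compound for 48 hours before viability readout; 0% = vehicle and 100% = reference cytotoxic drug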
LYP phosphatase: LYP phosphatase inhibitors, primary screen, biochemical, DiFMUP fluorescence, recombinant catalytic domain, 10 µM (AID 606) | recombinant LYP catalytic domain, DiFMUP fluorescence; higher % means a stronger effect | one-dose inhibition, % at 10 µM; IC50 in µM for titrated hits | 52,000 tested, under 10 active;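 active means IC50 under 40 µM in the dose-response test; inactive means IC50 of 40 µM or more, or never dose-tested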
TNAP inhibition: inhibition of tissue-nonspecific alkaline phosphatase – biochemical, luminescent (AID 518) | purified TNAP enzyme, luminescent substrate readout; higher % means a stronger effect | inhibition, % at 20 µM, or IC50 in µM where a hit was titrated | actives 0.09% (n = 64,000); in the data active means a potency from the dose series; inactive means the rest, 99 in 100 with inhibition below about 22%;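 further: plate controls were vehicle for no effect and reference inhibitor for full effect; many of its hits are not listed in these tables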
HT1080 cytotoxicity: cytotoxicity in HT1080 fibrosarcoma cells, cell-based, fluorescence readout (AID 620). HT1080 viability, fluorescence; higher % means a stronger effect. one-dose cytotoxicity, % at 10 µM; EC50 in µM for titrated hits. actives 0.42% (n = 87,000);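 further: cells exposed to compound overnight then 4 h with Alamar Blue; 0% = vehicle DMSO and 100% = killing control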
Bfl-1 inhibitors: Bfl-1 inhibitors, primary screen, biochemical, fluorescence polarization, FITC-Bid, mouse (AID 432) | FITC-Bid BH3 peptide fluorescence polarization displacement; higher % means a stronger effect | displacement, % at 20 µM, or IC50 in µM where a hit was titrated | actives 0.02% (n = 64,000); in the data active means a potency from the dose series; inactive means the rest, 99 in 100 with displacement below about 15%; further: strong numbers were not always called active
Spn PMK inh pilot replicates: second read-out of Spn PMK inh, no call of its own (marks repeat the call); inhibition, %; measured here: pilot screen replicates
MK inhibit pilot replicates: recorded beside MK inhibit, whose call it bears; inhibition, %; measured here: pilot screen replicates
Spn DPM-DC inh pilot screen %: also measured in Spn DPM-DC inh; calls as there; inhibition, %; measured here: pilot screen trials
Numbers without * were called inactive; i = inactive; . = no result given; + = active, no number. Unless noted, no stated cut-off is given here; in the data, active means cytotoxicity above about 50%; inactive means the rest.

SMILES | Spn DPM-DC inh | HPDE-C7K KRASV12 | Spn PMK inh | MK inhibit | HPDE-C7 viability | LYP phosphatase | TNAP inhibition | HT1080 cytotoxicity | Bfl-1 inhibitors | others
CC(=O)C1=C(C)NC(SCC(=O)c2ccc(Cl)cc2)=C(C#N)C1c1ccco1 (stereo not given) | i | 50%* | 0 | 8 | 58%* | 92% | 14% | -4% | -8%
Cc1nn(C(=O)CN2C(=O)c3ccccc3C2=O)c(C)c1Br | i | . | 5 | 7 | . | 1% | 5% | -3% | 1%
Cc1[nH]c(C)c(C(=O)O)c1CNC1CCCCC1C (stereo not given) | i | . | 17 | 4 | . | -5% | 8% | -5% | -6%
Cc1ccc(-c2nc3ccccc3[nH]2)s1 | . | -6% | 6 | 11 | -13% | 1% | 17% | 22% | -7% | Spn PMK inh pilot replicates=0.0;MK inhibit pilot replicates=0.5
COC(=O)C1=C(N)OC2=C(C(=O)CC(C)(C)C2)C1c1cccs1 (stereo not given) | i | -12% | 0 | 4 | -6% | 3% | 2% | -6% | -6%
Cc1cccc(NS(=O)(=O)c2ccc(Oc3ccccc3)cc2)n1 | i | -2% | 8 | 7 | -9% | 7% | 3% | -5% | -2%
CC1(C)Cc2c(sc3c2c(=N)n(Cc2ccco2)c(=O)n3Cc2ccccc2)CO1 | i | -7% | 7 | 3 | -5% | . | 6% | -11% | 1% | Spn PMK inh pilot replicates=0.0;MK inhibit pilot replicates=2.5;Spn DPM-DC inh pilot screen %=0.0
O=S(=O)(NC1CCCCCCC1)c1cccs1 | i | -3% | 2 | 9 | -8% | -4% | 18% | -4% | -3%
c1ccc(Cn2nnc3c(N4CCOCC4)ncnc32)cc1 | i | -10% | 0 | 4 | -14% | -7% | 5% | 2% | -3%
Cc1ccc(Cn2nnc3c(=O)[nH]c(C4CCN(S(=O)(=O)c5ccc(C)cc5)CC4)nc32)cc1 | i | 20% | 12 | 0 | 18% | 12% | 11% | 2% | -11%
CCCCC(CC)CNC(=O)CCS(=O)(=O)c1cccc2nonc12 (stereo not given) | i | 3% | 0 | 5 | -14% | 11% | 8% | 5% | 3%
CC(O)c1nc2ccccc2n1Cc1nnc(-c2ccc(Cl)cc2)o1 (stereo not given) | i | -15% | 16 | 0 | -30% | -7% | 8% | -8% | -8%
CCCOc1ccc(/C(O)=C2/C(=O)C(=O)N(CCN3CCOCC3)C2c2ccccc2)cc1 (stereo not given) | i | -16% | 12 | 25 | -5% | 7% | 14% | -7% | 6%
Cc1ccc(NC(=O)N(Cc2ccc3c(c2)OCO3)Cc2cc3cc4c(cc3[nH]c2=O)OCCO4)cc1 | i | 13% | 8 | 0 | 11% | . | 6% | 35% | -1%
CCOc1ccc(CNC(=O)C2CCC(=O)N2C2CCCC2)cc1OC (stereo not given) | i | -3% | 11 | 8 | -6% | -3% | 6% | 5% | 6%
c1cncc(CNC2CCCc3ccccc32)c1 (stereo not given) | i | 5% | 10 | 0 | -8% | . | 4% | 12% | 6%
NC(=O)C1CCN(C(=O)CN2C(=O)c3ccccc3S2(=O)=O)CC1 | i | -17% | 16 | 9 | -8% | 5% | 10% | 9% | 3%
CCn1c(SCC(=O)N2CCc3ccccc32)nnc1-c1c[nH]c2ccccc12 | i | -7% | 13 | 4 | 1% | -7% | 6% | -3% | 2%
COc1ccc(Cl)cc1-n1c(C)cc(C(=O)O)c1C | i | -5% | 2 | 12 | -1% | 4% | 6% | -6% | 6%
CC1CC(C)CN(S(=O)(=O)c2cccc3cccnc23)C1 (stereo not given) | i | 7% | 16 | 4 | 10% | -3% | 11% | 6% | 3%
CCc1nc2ccccc2c(=O)n1NC(=O)c1c(O)c2cccc3c2n(c1=O)CCC3 | i | 10% | 3 | 8 | 19% | . | 11% | -7% | -19%
CCOc1ccc2oc(-c3ccccc3)c(C(=O)O)c2c1 | . | -20% | 11 | 5 | -12% | -1% | 8% | -1% | -2%
Cn1c(SCC(=O)N2CCCCCC2)nc2c([nH]c3ccccc32)c1=O | i | 1% | 8 | 8 | 2% | . | -2% | 1% | 1%
CCOc1cc2c3c(c1)C1(C(=O)N3C(C)(C)C=C2C)C(C#N)=C(N)Oc2cc(O)ccc21 (stereo not given) | i | . | 0 | 7 | . | -7% | 9% | -17% | -2%
O=c1c2cnn(-c3ccccc3)c2ncn1Cc1cccnc1 | i | -3% | 0 | 7 | -11% | 18% | 10% | -4% | -2%
O=C(Nc1ccc(-c2cn3ccsc3n2)cc1)C1CC1 | i | 39% | 13 | 14 | 28% | . | 8% | 13% | -5%
Cc1nnc(SCC(=O)Nn2cnnc2)s1 | i | 1% | 12 | 14 | -6% | 1% | 2% | 0% | -6%
Cc1cc(OCc2nn[nH]n2)c2c(C)c(CC(=O)O)c(=O)oc2c1 | . | . | 6 | 0 | . | . | 11% | -16% | -3%
O=C(O)CCCC(=O)Nc1ccccc1-n1ccnc1 | i | 21% | 2 | 4 | 4% | -5% | 4% | 2% | -4%
COc1ccc(CNC(=O)CSc2nnnn2-c2ccc(O)cc2)cc1 | i | 4% | 0 | 9 | -4% | 6% | 14% | 2% | -1%
CN1C=CC=C/C1=C1\SC(=S)N(C2CCCCC2)C1=O | . | -8% | . | . | -3% | . | 37% | . | -3%
Oc1ccccc1OCc1nc2ccccc2s1 | i | 0% | 1 | 1 | 1% | 3% | 8% | -8% | 5%
O=C(Nc1nc(-c2nc3ccccc3s2)cs1)C1COc2ccccc2O1 (stereo not given) | i | 14% | 0 | 3 | 24% | . | 4% | 1% | 23%
Nc1ccc(Nc2ccccc2N)cc1 | i | . | 7 | 0 | . | 9% | . | 3% | .
O=C(c1ccccc1-c1nc(-c2ccc(Cl)cc2)no1)N1CCCC1 | i | -3% | 7 | 6 | 1% | 6% | 7% | -10% | -8%
CCc1ccc(NC(=O)CSc2nnc(Cc3cccn3C)n2-c2ccc(F)cc2)cc1 | i | 0% | 12 | 6 | -5% | 6% | 7% | -1% | -2%
O=C(CC12CC3CC(C1)CC(CC(=O)N1CCCC1)(C3)C2)N1CCCC1 | i | -7% | 0 | 0 | 3% | 7% | 10% | 11% | 4%
CCn1c(=O)cc(OCC(=O)N(C)C2CCCCC2)c2ccccc21 | i | -10% | 12 | 1 | -7% | -8% | -6% | 4% | -3%
CCC(=O)c1cc(F)c(N2CCN(S(=O)(=O)c3ccc(C)cc3)CC2)cc1C | i | 7% | 0 | 1 | -4% | . | 18% | 2% | -2%
CC(=O)C1=C(O)C(=O)N(Cc2cccnc2)C1c1ccccc1 (stereo not given) | i | -5% | 17 | 10 | -5% | -4% | 17% | 1% | -8% | Spn PMK inh pilot replicates=3.5;MK inhibit pilot replicates=0.0;Spn DPM-DC inh pilot screen %=1.5

Entries above that have a COOH group:
SMILES | Spn DPM-DC inh | HPDE-C7K KRASV12 | Spn PMK inh | MK inhibit | HPDE-C7 viability | LYP phosphatase | TNAP inhibition | HT1080 cytotoxicity | Bfl-1 inhibitors | others
Cc1[nH]c(C)c(C(=O)O)c1CNC1CCCCC1C (stereo not given) | i | . | 17 | 4 | . | -5% | 8% | -5% | -6%
COc1ccc(Cl)cc1-n1c(C)cc(C(=O)O)c1C | i | -5% | 2 | 12 | -1% | 4% | 6% | -6% | 6%
CCOc1ccc2oc(-c3ccccc3)c(C(=O)O)c2c1 | . | -20% | 11 | 5 | -12% | -1% | 8% | -1% | -2%
Cc1cc(OCc2nn[nH]n2)c2c(C)c(CC(=O)O)c(=O)oc2c1 | . | . | 6 | 0 | . | . | 11% | -16% | -3%
O=C(O)CCCC(=O)Nc1ccccc1-n1ccnc1 | i | 21% | 2 | 4 | 4% | -5% | 4% | 2% | -4%

(next part)
SMILES | Spn DPM-DC inh | HPDE-C7K KRASV12 | Spn PMK inh | MK inhibit | HPDE-C7 viability | LYP phosphatase | TNAP inhibition | HT1080 cytotoxicity | Bfl-1 inhibitors | others
COc1ccc(OC)c(-c2cc(C(=O)NCc3ccco3)no2)c1 | i | -5% | 17 | 8 | -1% | 6% | 17% | -5% | 4%
COCCNC(=O)CCCCCNS(=O)(=O)c1ccc(C)cc1 | i | -6% | 15 | 1 | -16% | 13% | 2% | 11% | -2%
COc1ccc(C(=O)Nc2ccc3c(c2)OCO3)cc1OC | i | 5% | 3 | 12 | 0% | 0% | 4% | 1% | -3%
CC1CCN(C(=O)CSc2nc3ccccc3[nH]2)CC1 | i | -8% | 32* | 1 | -7% | . | 13% | -4% | -3% | Spn PMK inh pilot replicates=+;MK inhibit pilot replicates=0.0;Spn DPM-DC inh pilot screen %=0.0
CCOc1ccc(N=CC2=C(O)CC(C)(C)CC2=O)cc1 | i | -17% | 0 | 1 | -8% | 2% | 0% | -1% | 0%
COc1ccccc1NC(=O)C1CCCN(S(=O)(=O)c2cccc3nsnc23)C1 (stereo not given) | i | -9% | 1 | 0 | -10% | . | 7% | . | -3%
CCOC(=O)c1c(C)n(C)c2ccc(O)c(S(=O)(=O)c3ccccc3)c12 | i | 10% | 2 | 4 | -21% | 1% | 10% | 21% | 4% | Spn PMK inh pilot replicates=7.5;MK inhibit pilot replicates=0.5;Spn DPM-DC inh pilot screen %=0.5
O=C(COc1ccccc1)Nc1ccc(-c2nnc(-c3ccco3)o2)cc1 | i | -4% | 1 | 12 | -19% | 10% | 13% | -8% | -2% | Spn PMK inh pilot replicates=6.0;MK inhibit pilot replicates=0.0;Spn DPM-DC inh pilot screen %=11
CCCN1C2CCCC1CC(NC(=O)NC1CCCCC1)C2 (stereo not given) | i | 0% | 11 | 7 | 3% | . | 2% | 5% | -2%
CC(=O)c1c(N2CCCCC2)nc(=S)n(Cc2ccccc2)c1C | i | -7% | 0 | 13 | -5% | 11% | 1% | . | 5%
Cc1ccc(-c2nnc(N(C)C(=O)c3ccncc3)s2)cn1 | i | 7% | 4 | 0 | 0% | -6% | 5% | 2% | -4%
Cc1cc(C(=O)CSc2nc3ccccc3n2CCC#N)c(C)n1Cc1cccs1 | i | -14% | 0 | 8 | -6% | . | 8% | 2% | -1% | Spn PMK inh pilot replicates=1.0;MK inhibit pilot replicates=0.0;Spn DPM-DC inh pilot screen %=1.0
CS(=O)(=O)N1CCN(C(=O)Cc2ccccc2)CC1 | i | 6% | 0 | 2 | 2% | 2% | 8% | -3% | -2%
O=S(=O)(NC1CC2CCC1C2)c1ccc2c(c1)OCCO2 (stereo not given) | i | -17% | 3 | 3 | -14% | -1% | 12% | 12% | -1%
Cc1ccc2c(c1)sc1ncc(NC(=O)c3ccccc3)c(=O)n12 | . | -13% | 6 | 14 | -36% | . | 11% | -2% | 5% | Spn PMK inh pilot replicates=3.0;MK inhibit pilot replicates=1.0
O=C(CNS(=O)(=O)c1ccc(Br)s1)N1CCCC1 | i | 3% | 15 | 1 | -19% | -6% | 2% | 42% | 7% | Spn PMK inh pilot replicates=2.0;MK inhibit pilot replicates=0.0;Spn DPM-DC inh pilot screen %=1.5
N#Cc1cc2ccccc2nc1SCc1cccnc1 | i | 4% | 29* | 7 | 4% | 12% | 14% | . | 1%
